Compound activity as filed in PubChem.
Runt-SMMHC FRET: inhibitors of RUNX1 Runt–CBFb-SMMHC binding, primary screen, biochemical, FRET, Cerulean-Runt, Venus-CBFb-SMMHC, uHTS | Runt-related transcription factor 1 (Homo sapiens) + Core-binding factor subunit beta … | Cerulean-Runt/Venus-CBFb-SMMHC FRET ratio 530/480, 1 h | inhibition, % at 20 µM | actives 0.74% (n = 220,000);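 active = mean inhibition across duplicate retests at 20 µM reaching about 50%, limit read from the data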;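 also: 0% = DMSO wells and 100% = wells with excess untagged CBFb-SMMHC; inhibitors lower the FRET ratio by blocking Runt binding to CBFb-SMMHC; some results filed as inactive read as strong as hits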
Runt-CBFb FRET: inhibitors of RUNX1 Runt–CBFb binding, primary screen, biochemical, FRET, Cerulean-Runt, Venus-CBFb, uHTS | actives 0.46% (n = 220,000) | inhibition, % at 20 µM | AID 1496, 2009 | Cerulean-Runt/Venus-CBFb FRET ratio 530/480, 1 h | Runt-related transcription factor 1 (Homo sapiens) + Core-binding factor subunit beta …;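 active = inhibition over about 50% at 20 µM in the single-dose screen, limit read from the data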;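 also: 0% = DMSO wells and 100% = excess unlabeled CBFb competitor control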
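Assay system: Cerulean-Runt domain / Medium: Tris 50 mM pH 7.5, KCl, K2SO4, 0.01% BSA / Timing: protein complex preformed 1 h, compound exposure 1 h, room temperature, dark / Measured by: FRET, excitation 422 nm, emission at 530 and 480 nm / Evaluation: loss of energy transfer signal / Control set: 5 µM unlabeled CBFb as full-inhibition high control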
NPY2 pot ag: NPY-Y2 potentiators or agonists, primary screen, cell-based. Neuropeptide Y receptor type 2 (Homo sapiens), P49146. cells expressing NPY-Y2, potentiator/agonist read-out. activation, % at 3.6 µM. actives 0.45% (n = 220,000); in the data active = activation above about 27%;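 also: cells stimulated with NPY near EC25 plus isoproterenol at EC100; 0% = vehicle plus submaximal agonist and 100% = vehicle plus saturating agonist; some results beyond the cut were filed as inactive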
RBBP9 inh: human RBBP9 inhibitors, primary screen, biochemical, fluorescence polarization, FP-Rh probe, HTS; Serine hydrolase RBBP9 (Homo sapiens), O75884; recombinant RBBP9; inhibition, % at 7.94 µM; actives 0.2% (n = 220,000); AID 1515, 2009;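 active = inhibition above the campaign mean of all tested compounds plus 3 SD, cut at about 14% in these data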;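 also: plate controls were DMSO wells with RBBP9 for no effect and wells lacking RBBP9 protein for full effect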
Target sequence (O75884 whole entry, looked up): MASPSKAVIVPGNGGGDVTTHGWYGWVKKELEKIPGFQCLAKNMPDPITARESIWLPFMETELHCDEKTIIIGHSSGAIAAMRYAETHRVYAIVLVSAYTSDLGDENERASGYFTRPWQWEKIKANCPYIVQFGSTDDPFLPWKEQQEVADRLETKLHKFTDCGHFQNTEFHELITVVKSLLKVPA
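System: RBBP9 protein / Buffer or medium: Tris/NaCl buffer pH 8.0 with 0.1% Pluronic / Probe or stimulus: Serine-hydrolase probe FP-Rh, 375 nM pre-mixing / Dosing: 7.94 µM single dose, 0.794% DMSO / Times: enzyme-compound preincubation 30 min, then probe labeling 45 min, 25 °C / Technique: fluorescence polarization (mP), excitation 525 nm, emission 598 nm / Replication: singlicate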
Hck Nef HTS: inhibitors of Nef-activated human Hck kinase, primary screen, biochemical, Z-Lyte FRET, 384-well, Hck-YEEI; Tyrosine-protein kinase HCK (Homo sapiens), P08631; Recombinant Hck-YEEI plus Nef, Z-Lyte FRET kinase assay; inhibition, % at 20 µM; actives 0.68% (n = 220,000); AID 463187, 2010;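 active = Hck-Nef kinase inhibition above about 50%, limit read from the data; inactive = inhibition below that limit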;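 also: 0% = DMSO with Hck plus Nef and 100% = Hck alone without Nef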
NPY1 pot ag: NPY-Y1 receptor potentiators or agonists, primary screen, cell-based. actives 0.37% (n = 220,000). NPY-Y1 expressing cells, potentiator/agonist activation. activation, % at 3.6 µM. Neuropeptide Y receptor type 1 (Homo sapiens), P25929; in the data active = activation above about 33%, passing the limit was not always enough;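 also: cells stimulated with NPY at EC10 then isoproterenol at EC100; 0% = low agonist plus stimulus and 100% = saturating agonist plus stimulus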
Mdm2 ligase inh: MDM2-luciferase reporter signal enhancers, primary screen, MDM2 E3 ligase inhibitor project, cell-based, luminescence, 1536-well | signal enhancement, % at 5 µM | cell-based MDM2 ubiquitination luciferase reporter, 2 h; 0 = plate control, 100 = twice control, blank-subtracted | actives 0.11% (n = 210,000) | AID 1230, 2008;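 active = signal enhancement of 30% or more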;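 also: luminescence tracks abundance of the self-degrading MDM2-luciferase fusion protein; higher signal means inhibition of MDM2 E3 ligase activity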
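system = mammalian cells stably expressing self-ubiquitinating, self-degrading MDM2 E3–luciferase fusion | quantity = 2000 cells per well seeded | incubation = 4 h cell settling then 2 h compound exposure, 37 °C | signal = SteadyLite luminescence, 15 min reagent step | benchmarks = plate control and blank wells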
p97 inhibitor: inhibitors of human p97 ATPase, primary screen, biochemical | actives 0.42% (n = 220,000) | AID 1481, 2009 | Transitional endoplasmic reticulum ATPase (Homo sapiens), P55072 | recombinant p97 ATPase, Kinase-Glo ATP luminescence, 3 h | inhibition, % at 8 µM; in the data active = inhibition above about 15%;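 also: 0% = DMSO vehicle and 100% = wells lacking enzyme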
Target sequence (P55072 whole entry, looked up): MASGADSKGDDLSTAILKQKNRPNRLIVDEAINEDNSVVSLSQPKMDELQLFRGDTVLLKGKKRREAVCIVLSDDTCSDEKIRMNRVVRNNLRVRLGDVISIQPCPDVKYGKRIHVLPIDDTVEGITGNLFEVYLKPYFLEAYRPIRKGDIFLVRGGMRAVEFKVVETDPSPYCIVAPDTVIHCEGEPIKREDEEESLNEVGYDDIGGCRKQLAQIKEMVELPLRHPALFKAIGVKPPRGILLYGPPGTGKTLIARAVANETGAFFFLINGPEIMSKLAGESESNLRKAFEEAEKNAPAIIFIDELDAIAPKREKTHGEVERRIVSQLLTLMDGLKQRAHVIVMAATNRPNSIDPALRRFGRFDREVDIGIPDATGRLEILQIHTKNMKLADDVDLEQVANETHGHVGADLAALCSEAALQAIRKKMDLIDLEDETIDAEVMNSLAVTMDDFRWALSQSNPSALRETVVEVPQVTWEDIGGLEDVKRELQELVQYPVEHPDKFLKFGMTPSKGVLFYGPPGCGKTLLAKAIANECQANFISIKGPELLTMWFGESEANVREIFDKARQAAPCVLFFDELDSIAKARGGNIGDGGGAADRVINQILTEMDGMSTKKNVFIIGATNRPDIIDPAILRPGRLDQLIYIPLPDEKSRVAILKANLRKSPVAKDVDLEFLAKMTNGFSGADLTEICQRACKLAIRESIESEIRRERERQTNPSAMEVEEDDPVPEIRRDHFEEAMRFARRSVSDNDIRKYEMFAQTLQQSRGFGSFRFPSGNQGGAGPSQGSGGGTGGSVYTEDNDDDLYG
NPY-Y1 antag: NPY-Y1 receptor antagonists, primary screen, cell-based. HEK293-CNG Y1 cells, membrane potential fluorescence; NPY at EC95, then isoproterenol. actives 1% (n = 200,000). inhibition, % at 3.6 µM;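 active = inhibition above the campaign mean inhibition of all tested compounds plus 3 SD, cut at about 20% in these data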;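 also: 0% = DMSO wells given NPY plus isoproterenol and 100% = isoproterenol alone without NPY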
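Benchmarks – high control isoproterenol alone, low control NPY with isoproterenol · Material – HEK293 Y1/CNG channel cell line · Times – dye 3 h, compound 60 min room temperature, stimulation 45 min · Probe or stimulus – NPY (25 nM), isoproterenol (1 µM), Ro 20-1724 (25 µM) · Evaluation – % inhibition of NPY effect · Signal – fluorescence, membrane potential probe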
* marks the source's active call; other numbers are inactive results; . = no result given.

SMILES	Runt-SMMHC FRET	Runt-CBFb FRET	NPY2 pot ag	RBBP9 inh	Hck Nef HTS	NPY1 pot ag	Mdm2 ligase inh	p97 inhibitor	NPY-Y1 antag
CC1CC(C)CN(CCCNC(=O)C2CCCN(c3nnc(N4CCCC4=O)s3)C2)C1 (configuration not stated)	0	0	17	-3	0	-3	-17	-2	6
Cc1ccc(N(C(=O)Cc2cccs2)C2C=CS(=O)(=O)C2)cc1Cl (configuration not stated)	-1	-2	-15	-6	-17	-18	-33	-6	-7
C=CCn1c(SC2CCOC2=O)nc2scc(C3CC3)c2c1=O (configuration not stated)	0	0	-22	-5	2	-5	-17	0	12
O=C(NCCCn1ccnc1)Nc1ccc(Cl)c(Cl)c1	0	-2	1	-4	-1	-18	7	-2	3
CCCCCOC(=O)NC1CCS(=O)(=O)C1 (configuration not stated)	1	0	-9	-4	18	-9	-11	1	0
NC(=O)CC(NC(=O)Cc1ccc(Br)cc1)c1ccc(N2CCC(Br)CC2)c([N+](=O)[O-])c1 (configuration not stated)	-1	-1	.	.	41	.	13	.	.
COC(=O)c1cc(OC)c(OC)cc1NC(=O)CC1CCCCC1	-2	-1	-17	-10	7	-29	-14	-2	7
Cc1ccc(S(=O)(=O)Nc2ccc(S(=O)(=O)N3CCCC3)cc2)cc1	-6	-2	6	-11	3	3	-19	4	-4
COc1ccc(C2NCCO2)cc1OC (configuration not stated)	0	0	1	-6	1	10	-8	0	0
CCn1c(O)c(N=NC2=NC(=O)CS2)c2ccccc21	-10	-2	12	-1	1	12	13	4	-5
CCOc1cc(CNC(C)(C)C)ccc1OCC(=O)Nc1cccc(C(F)(F)F)c1	2	-3	-33	-8	-21	-27	-12	-7	5
Cc1ccc2c(c1)C(=O)C(=O)N2CCCOc1ccccc1	.	.	-26	3	30	-12	10	-4	19
CCCCc1ccc(-c2c(C#N)c(N)nc3c2CCCC3)s1	9	1	9	3	2	-22	-13	4	-1
Cc1ccc(C(=O)ON=C2CCN(c3ccc([N+](=O)[O-])cc3)CC2)cc1	-1	-2	-11	-7	3	-9	-8	0	4
CCN(CC)S(=O)(=O)c1cc([N+](=O)[O-])ccc1NNC(=O)Nc1ccccc1	11	15	5	3	2	-3	-3	2	-1
O=c1[nH]c2ccc(S(=O)(=O)N3CCC(Cc4ccccc4)CC3)cc2o1	1	-5	-18	-6	-1	-115	-14	1	5
O=C(Cc1ccccc1)Nc1ccc(N2CCOCC2)cc1	5	2	3	1	18	17	-4	2	-2
Cc1cc(N2CCN(C)CC2)nc2ccc(NC(=S)N3CCCCC3)cc12	6	2	10	3	0	20	2	2	2
O=C(NC1CCNCC1)C1CC1	-4	-1	-9	-10	24	10	-3	0	-1
CC(C)C(=O)Nc1cccc2nsnc12	-6	-3	0	-7	-1	6	-31	-3	-4
C[C@@]12CCC=C[C@H]1[C@H](c1ccoc1)N(Cc1ccccc1)C2=O	3	2	.	.	34	.	13	.	.
CCCOc1ccc(/C=N/Nc2ccccc2[N+](=O)[O-])c(O)c1	-5	-4	2	-3	4	11	-64	6	1
CCN(c1ccccc1)S(=O)(=O)c1ccc(Cl)c(NC(=O)CN2CCCCCC2)c1	0	0	-35	-11	20	-21	.	-3	.
CCCCSc1ncnc2[nH]ncc12	-7	2	-22	4	11	-9	-20	4	.
CSCC[C@H](Nc1ncnc2sc(C)c(C)c12)C(=O)O	-4	-1	-12	0	1	-23	-12	-2	16
The results go on:
SMILES	Runt-SMMHC FRET	Runt-CBFb FRET	NPY2 pot ag	RBBP9 inh	Hck Nef HTS	NPY1 pot ag	Mdm2 ligase inh	p97 inhibitor	NPY-Y1 antag
COc1ccccc1COC(=O)N/C=C/c1ccco1	-7	1	0	3	0	-4	-14	0	-8
CCn1c(C(O)c2ccc(C)cc2)nc2ccccc21 (configuration not stated)	-7	-3	-2	-2	-2	-9	-9	-1	0
CCSC1=C(C#N)C(c2cccc(Br)c2)CC(=O)N1 (configuration not stated)	-5	1	4	-2	-8	-16	14	-4	8
CCCn1c2ccccc2c2nnc(SC(CC)C(=O)Nc3cc(C)on3)nc21 (configuration not stated)	-4	-6	-21	-1	-11	-17	.	-6	6
COc1ccccc1NC(=S)N(Cc1ccco1)Cc1cc2cccc(C)c2[nH]c1=O	4	2	1	2	2	-31	-6	-1	-2
CC(C(=O)NCCN1C(=O)S/C(=C\c2cccnc2)C1=O)N1C(=O)c2ccccc2C1=O (configuration not stated)	-1	-2	-8	0	2	-8	11	-1	-3
COCCNC(=O)CCCCCn1c(=S)[nH]c2ccccc2c1=O	1	0	-6	-2	-1	-14	-7	3	0
Cc1ccc(NC(=O)N2CCC(C(=O)NCc3ccccc3)CC2)cc1	-4	-1	15	-1	1	-6	8	5	3
CCCCCCC1CC(CC(=O)Nc2ccc([N+](=O)[O-])cc2)C(=O)O1 (configuration not stated)	-3	-3	-14	3	6	-11	-23	-1	2
Cc1cccc(C)c1NC(=O)C(c1cccc([N+](=O)[O-])c1)N(C)C(=O)c1ccccn1 (configuration not stated)	-2	2	6	-7	4	-8	-8	0	6
Cc1ccc(C)c(S(=O)(=O)N(C(=O)c2ccncc2)c2ccc(OC(=O)c3ccncc3)cc2)c1	-8	-7	9	-6	18	13	-15	4	0
COc1ccccc1N1CCN(C(=O)COc2ccc(S(=O)(=O)NC(C)C)cc2)CC1	-3	-1	0	1	19	1	-11	1	-2
CN(C(=O)c1ccccc1NC(=O)C(F)(F)F)c1ccccc1	3	0	-5	-3	1	11	-17	0	4
O=C(C[n+]1ccccc1)c1ccc(NC(=O)c2ccccc2)cc1	6	-11	-8	-8	18	-12	-3	1	0
Cc1ccc(CC(CC(=O)Nc2cccc(C(F)(F)F)c2)C(=O)O)cc1 (configuration not stated)	-1	-3	-14	-4	7	-29	-17	-1	12
CC(=O)Oc1ccc2ccc(=O)oc2c1	85*	51*	-7	-3	122*	-10	-7	6	-4
CC(Oc1ccc(Cl)cc1Cl)C(=O)Nc1ccc(N2CCN(C)CC2)cc1 (configuration not stated)	-3	-2	8	2	0	6	9	-4	-8
O=C(NC1CCCCC1)C1CCCN(c2nnnn2-c2ccccc2)C1 (configuration not stated)	1	2	1	-5	0	10	-11	-1	-5
CCn1c(Cc2c(C)[nH]c3ccccc23)nnc1SCC(N)=O	-4	-6	-12	-7	-7	2	-17	-1	-2
Cc1noc(C)c1S(=O)(=O)N1CCC(C(=O)NC2CCCc3ccccc32)CC1 (configuration not stated)	4	1	11	-4	1	16	-18	1	9
COc1ccc(S(=O)(=O)Nc2ccccc2OC)cc1NC(=O)CC1CC2CCC1C2 (configuration not stated)	5	1	5	-8	2	22	1	0	-3
COc1cccc(CNc2ccc(N3CCC(C)CC3)cc2)c1OC	20	-5	14	-2	0	34	6	2	-10
Cc1ccc(NCc2nnc(SCc3ccc(C#N)cc3)n2Cc2ccco2)c(C)c1	2	0	9	2	3	14	6	1	1
CCOC(=O)c1oc2cc(OC(C)=O)ccc2c(=O)c1-c1ccc(OC)c(OC)c1	-2	-3	-16	-5	-8	-16	-15	-4	.
O=C(O)COc1ccc2c3c(c(=O)oc2c1)CCCC3	0	2	-11	-10	8	6	-16	-2	6
Next part
SMILES	Runt-SMMHC FRET	Runt-CBFb FRET	NPY2 pot ag	RBBP9 inh	Hck Nef HTS	NPY1 pot ag	Mdm2 ligase inh	p97 inhibitor	NPY-Y1 antag
O=C(CCl)Nc1ccc(N=Nc2ccccc2)cc1	-7	-3	28	-8	7	34	11	7	-8
O=C(Cc1ccccc1)Nc1nc2ccccc2[nH]1	1	0	-2	6	1	-9	-22	0	4
Cc1ccc(S(=O)(=O)NCc2ccc(C(=O)N3CCN(c4ccccn4)CC3)cc2)cc1	1	4	-13	-14	-1	11	-10	-8	-4
COc1ccc(-c2nc(-c3cccs3)c(-c3cccs3)[nH]2)cc1OC	0	0	-10	1	2	-21	-3	6	1
Cc1cccc(N(C(=O)Cn2nnc(-c3ccc(F)cc3)n2)C(C(=O)NC(C)(C)C)c2ccncc2)c1 (configuration not stated)	-1	-4	-1	-10	26	1	4	7	6
Cc1nnc(SCC(=O)N2CCN(S(=O)(=O)c3ccccc3)CC2)n1Cc1ccccc1	0	-2	3	-5	-1	2	-2	-7	3
N#Cc1ccc(C(=O)N2CCN(S(=O)(=O)c3ccc(Br)s3)CC2)cc1	-1	2	-8	-11	23	9	-7	1	2
COc1ccc(/C=C/c2nnc(NC(=O)COc3ccccc3)s2)cc1	39	27	16	6	27	27	.	4	.
COc1ccc(/C(O)=C/c2nc3ccc(C(=O)NCCc4cccc(C)c4)cc3[nH]c2=O)cc1OC	-17	-8	-2	-12	1	-12	-13	2	-6
CCOC(=O)C1(CCCc2ccccc2)CCN(C(=O)CCn2cnnn2)CC1	-2	-5	1	3	15	6	4	2	8
COc1ccc2[nH]c(C(=O)NCc3ccc4c(c3)OCO4)cc2c1	-4	1	-4	-8	8	-21	-12	-2	.
COc1ccc(C(CC(=O)O)NC(=O)COc2ccc(C)cc2)cc1OC (configuration not stated)	-1	-2	-15	-7	1	-20	-12	0	7

In another format: entries from further up.
| mol | Runt-SMMHC FRET | Runt-CBFb FRET | NPY2 pot ag | RBBP9 inh | Hck Nef HTS | NPY1 pot ag | Mdm2 ligase inh | p97 inhibitor | NPY-Y1 antag |
| --- | --- | --- | --- | --- | --- | --- | --- | --- | --- |
| Cc1ccc(S(=O)(=O)NCc2ccc(C(=O)N3CCN(c4ccccn4)CC3)cc2)cc1 | 1 | 4 | -13 | -14 | -1 | 11 | -10 | -8 | -4 |
| COc1ccc(-c2nc(-c3cccs3)c(-c3cccs3)[nH]2)cc1OC | 0 | 0 | -10 | 1 | 2 | -21 | -3 | 6 | 1 |
